Screening data from PubChem BioAssay.
miR122 inh: inhibitors of miR-122 in Huh7 cells; Huh7 miR-122 Renilla luciferase sensor, 48 h; neutral wells = 0, positive control = 100; activation (reporter increase), % at 12.5 µM; hit rate 0.3% among 340,000;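 active = mean replicate activation score at least 90 and every replicate individually at or above 90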;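 note: higher luciferase means less miR-122 activity so hits act as miR-122 inhibitors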
PglD inh: PglD (C. jejuni) enzyme inhibition | purified PglD enzyme, DTNB colorimetric CoA detection | inhibition, % at 12.5 µM | hit rate 0.098% among 360,000 | AID 602405; in the data active = inhibition above about 16%, passing the limit was not always enough; note: strong numbers were not always called active
RAD52 anneal inh: RAD52 (human) annealing inhibition; P43351; recombinant RAD52 DNA annealing, FRET fluorescence; inhibition, % at 18.7 µM; hit rate 0.46% among 360,000; AID 651710;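 active = every replicate showing at least 50% inhibition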
RAD54 branch: RAD54 (human) branch migration inhibition; Q92698; RAD54 Holliday junction branch migration, FAM/BHQ fluorescence; inhibition, % at 10.4 µM; hit rate 0.14% among 360,000;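 active = mean normalized replicate activity at least 40 and at least half of replicates scoring 40 or more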;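 note: 0% = median of neutral control wells and 100% = median of positive control wells; inhibitors cause a drop in the FAM fluorescence signal; in these data hits start at about 50%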
Target sequence (Q92698 whole entry, looked up): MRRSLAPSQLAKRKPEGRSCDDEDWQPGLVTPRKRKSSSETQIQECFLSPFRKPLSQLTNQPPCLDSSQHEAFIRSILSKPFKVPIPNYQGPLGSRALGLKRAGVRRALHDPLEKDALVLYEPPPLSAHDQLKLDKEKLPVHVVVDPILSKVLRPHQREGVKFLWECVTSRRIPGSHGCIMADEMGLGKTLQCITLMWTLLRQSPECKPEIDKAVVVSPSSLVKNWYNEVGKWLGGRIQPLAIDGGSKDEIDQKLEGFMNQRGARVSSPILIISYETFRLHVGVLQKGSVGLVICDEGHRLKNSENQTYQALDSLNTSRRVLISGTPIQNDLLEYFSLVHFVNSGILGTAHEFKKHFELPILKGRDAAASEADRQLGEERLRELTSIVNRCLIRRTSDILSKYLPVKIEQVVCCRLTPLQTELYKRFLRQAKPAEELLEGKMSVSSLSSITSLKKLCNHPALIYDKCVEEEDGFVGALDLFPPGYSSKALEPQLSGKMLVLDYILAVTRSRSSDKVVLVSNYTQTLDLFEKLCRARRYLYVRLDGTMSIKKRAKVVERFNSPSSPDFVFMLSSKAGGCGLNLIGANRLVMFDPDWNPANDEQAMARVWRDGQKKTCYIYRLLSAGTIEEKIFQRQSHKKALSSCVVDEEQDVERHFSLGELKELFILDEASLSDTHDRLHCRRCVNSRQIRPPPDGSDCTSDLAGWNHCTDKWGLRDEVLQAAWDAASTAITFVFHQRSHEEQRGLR
PGC1a acetyl inh: lowers PGC1a acetylation signal in U2OS cells; AID 651687; AlphaScreen anti-acetyl-lysine; with virally co-expressed GCN5 acetyltransferase; inhibition, % at 15.6 µM; hit rate 0.17% among 350,000;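 active = every replicate shows inhibition of at least 40%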;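 note: 0% = neutral control wells and 100% = positive control wells; some results beyond the cut were filed as inactive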
Cneo AK release: Cryptococcus neoformans lysis via adenylate kinase release; C. neoformans lysis, adenylate kinase release luminescence, 4 h; normalised: neutral wells 0, clomiphene wells 100; lysis activity, % at 15 µM; hit rate 0.2% among 360,000; AID 651654;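 active = mean lysis activity across replicates of at least 80%, whatever share of replicates individually reach that level; inactive = mean lysis activity below 80%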
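Assay system: C. neoformans cells. Amount: yeast cell density of 5 × 10^6 cells/mL. Technique: AK luminescence. Buffer or medium: YPD. Times: static 4 h at 37 °C with compound, 1 h detection. Dosing: single-point compound dose. Read-out: lysis from increased AK signal.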
ERAP1 inh: inhibitors of human ERAP1 aminopeptidase. hit rate 0.15% among 340,000. recombinant ERAP1, Leu-AMC fluorescence, 60 min. inhibition, % at 10.7 µM;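 active = mean replicate inhibition of at least 30%, or all replicates individually reaching that 30% level; inactive = mean below 30% and not every replicate reaching it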;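 note: 0% = neutral control wells and 100% = L-leucinethiol positive control wells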
E-selectin induc: induces E-selectin expression in human endothelial cells | hit rate 0.37% among 260,000 | activation, % at 7.58 µM | HUVEC E-selectin immunofluorescence imaging; normalized: neutral wells 0, TNF-alpha wells 100 | AID 686992 | P16581;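 active = mean E-selectin-positive cell signal at least 10% of the positive control, reached in at least 60% of replicates, without over 20% cell loss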;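 note: in these data hits start at about 27%; measured in HUVEC primary endothelial cells; signal is the percent of cells scored E-selectin positive by PE staining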
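System: HUVEC / Compound: single concentration / Signal: immunofluorescence imaging / Read-out: percent E-selectin-positive cells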
The depositor's hits bear a star; . = no result given; [ ] = remark or other dose.

SMILES	miR122 inh	PglD inh	RAD52 anneal inh	RAD54 branch	PGC1a acetyl inh	Cneo AK release	ERAP1 inh	E-selectin induc
NC(=O)c1ncn([C@@H]2O[C@H](CNS(=O)(=O)c3cc4ccccc4s3)[C@@H](O)[C@H]2O)n1	6	-3	4	-7	6	-1	2	-0.6
C/C(=N\NC(=O)c1cccnc1)c1ccc(OC2OCCOC2Oc2ccc(/C(C)=N/NC(=O)c3cccnc3)cc2)cc1 (configuration not stated)	-3	-8	-7	-6	-7	0	7	.
Cc1cccc(OCCNC(=O)c2ccc(Cl)c(S(=O)(=O)NCc3cccnc3)c2)c1	69	10	-11	-6	2	0	0	5.4
CCN(CC)CCNC(=O)c1ccc(NC(=O)c2ccccc2-c2ccc(C(F)(F)F)cc2)cc1	-4	-7	16	2	-20	1	-7	0.1
Cc1ccc(S(=O)(=O)N2CCCCC2)cc1C(=O)N1CCN(CCO)CC1	.	1	0	8	.	1	-5	.
CC(C)c1ccc(NC2CCCN(C(=O)c3ccncc3)C2)cc1 (configuration not stated)	.	3	-3	-6	.	3	-1	0.1
Cc1noc(C)c1C(=O)Nc1nnc(CC(C)C)s1	-5	8	-6	-9	1	4	-3	.
CCCCn1c(N)c(N(CCOC)C(=O)C2CCN(c3ncnc4sc(C)c(C)c34)CC2)c(=O)[nH]c1=O	-9	2	-4	7	0	.	4	0.5
CCOC(=O)C1=C(C)OC(N)=C(C#N)C1c1cc2cc(C)ccc2nc1N1CCCCC1 (configuration not stated)	-4	-2	.	-23	0	0	.	.
CCOC(=O)CCCCCC(=O)Nc1ccc2c(c1)CC(=O)N([C@H](C)CO)C[C@@H](C)[C@H](CN(C)Cc1ccc3c(c1)OCO3)O2	-2	-3	-13	-4	-10	1	-6	0.0
COc1cccc(NC(=S)NN2C(C)CCCC2C)c1 (configuration not stated)	-7	-4	-7	11	2	10	1	.
CCCCSc1nc2c(cc1C#N)CCC2	3	4	.	-7	8	-2	.	.
CCOc1ccc(OCC)c(S(=O)(=O)n2cnc(C)c2)c1	28	-3	-8	-4	-7	-1	-1	-0.1
Nn1c(-c2ccccn2)nnc1-c1ccccn1	-3	3	.	-14	10	-1	.	.
O=c1c2ccccc2nc(SCc2nnc(-c3ccccc3)o2)n1-c1ccc(F)cc1F	4	-6	.	-7	3	-1	.	.
CCC(C)Nc1ccc(NC(C)CC)cc1 (configuration not stated)	-11	-3	.	3	-25	3	.	.
C[C@@H]1CCCCO[C@@H](CN(C)C(=O)NC2CCCCC2)[C@H](C)CN([C@H](C)CO)C(=O)c2cc(NS(=O)(=O)c3cn(C)cn3)ccc2O1	-14[16.7 µM]	1	-4	-7	.	-1	1	-0.4
COc1ccc(N(/N=C2\Sc3ccccc3C2=O)C(C)=O)cc1	34	-4	.	-9	2	0	.	.
Cc1noc(C)c1NC(=O)N(C)C[C@H]1Oc2ccc(NC(=O)C3CC3)cc2CC(=O)N([C@H](C)CO)C[C@@H]1C	-4[16.7 µM]	-14	-7	0	4	-2	4	0.5
COc1cc(F)ccc1CN1CCC(n2nccc2NC(=O)C2CCOC2)CC1 (configuration not stated)	-8	3	-23	-6	.	-2	-7	-0.1
CSc1nc2c(c(=O)[nH]1)C(c1cccc(Cl)c1Cl)CC(=O)N2 (configuration not stated)	-4	.	-8	.	-5	.	7	.
CCOC(=O)c1cccc(S(=O)(=O)N(CCO)Cc2cc3cc(OC)ccc3[nH]c2=O)c1	-7	-4	-17	4	5	12	4	.
O=C(c1cccc(Cl)c1)N1CCC2CC1c1cc(-c3ccccc3)ccc12 (configuration not stated)	-2	-1	-2	3	4	-2	-1	0.0
COc1cc(Cn2c3ccc(NC(=O)CCc4ccccc4)cc3c(=O)n2C)ccc1F	15	-1	-25	-5	-30	-1	1	0.2
CO[C@@H]1CN(C)C(=O)c2cc(NC(=O)NC(C)C)ccc2OC[C@H](C)N(Cc2cncnc2)C[C@H]1C	-33[16.7 µM]	7	.	-1	7	0	.	-0.3
COC(=O)[C@H](CC(C)C)NC(=O)Cn1cnc2c(OCc3ccccc3)ncnc21	-1	-2	-14	-1	-2	1	-2	-0.1
C[C@H](CO)N1C[C@H](C)[C@@H](CN(C)C(=O)Nc2ccc3c(c2)OCO3)OCCCC[C@H](C)Oc2ccc(NC(=O)Nc3ccccc3)cc2C1=O	-2[16.7 µM]	-1	2	-8	9	0	-1	.
C[C@@H](NC(=O)[C@H]1N[C@H]2c3ccc(-c4cncnc4)c(=O)n3C[C@H]2[C@@H]1CO)c1ccccc1	3[16.7 µM]	2	-5	-2	.	0	0	-0.4
COc1ccc(NC(=O)Nc2cccc3c2O[C@@H](CN(C)S(=O)(=O)c2ccc(C)cc2)[C@@H](C)CN([C@@H](C)CO)C3=O)cc1	29[16.7 µM]	1	-15	7	1	32	-1	1.8
CO[C@@H]1CN(C)C(=O)c2cc(NC(=O)C3CC3)ccc2OC[C@H](C)N(CC2CCCC2)C[C@@H]1C	3[16.7 µM]	3	1	7	-2	-4	0	0.0

Reprinted from the part before: 5 entries, followed by the next part.
SMILES	miR122 inh	PglD inh	RAD52 anneal inh	RAD54 branch	PGC1a acetyl inh	Cneo AK release	ERAP1 inh	E-selectin induc
COC(=O)[C@H](CC(C)C)NC(=O)Cn1cnc2c(OCc3ccccc3)ncnc21	-1	-2	-14	-1	-2	1	-2	-0.1
C[C@H](CO)N1C[C@H](C)[C@@H](CN(C)C(=O)Nc2ccc3c(c2)OCO3)OCCCC[C@H](C)Oc2ccc(NC(=O)Nc3ccccc3)cc2C1=O	-2[16.7 µM]	-1	2	-8	9	0	-1	.
C[C@@H](NC(=O)[C@H]1N[C@H]2c3ccc(-c4cncnc4)c(=O)n3C[C@H]2[C@@H]1CO)c1ccccc1	3[16.7 µM]	2	-5	-2	.	0	0	-0.4
COc1ccc(NC(=O)Nc2cccc3c2O[C@@H](CN(C)S(=O)(=O)c2ccc(C)cc2)[C@@H](C)CN([C@@H](C)CO)C3=O)cc1	29[16.7 µM]	1	-15	7	1	32	-1	1.8
CO[C@@H]1CN(C)C(=O)c2cc(NC(=O)C3CC3)ccc2OC[C@H](C)N(CC2CCCC2)C[C@@H]1C	3[16.7 µM]	3	1	7	-2	-4	0	0.0
Cc1noc(C)c1NC(=O)N(C)C[C@H]1Oc2c(NS(=O)(=O)c3c(C)noc3C)cccc2C(=O)N([C@@H](C)CO)C[C@H]1C	0[16.7 µM]	0	-52	3	-2	1	5	0.0
Cc1ccc(N2C(=O)CC(NCc3ccc4c(c3)OCO4)C2=O)cc1Cl (configuration not stated)	5	5	.	5	-17	-1	.	.
O=[N+]([O-])c1ccc(-c2nc(-c3cccs3)c(-c3cccs3)[nH]2)cc1	7	1	-16	1	-13	-4	8	.
COCC#Cc1ccc2c(c1)O[C@H](CN(C)S(C)(=O)=O)[C@@H](C)CN([C@H](C)CO)S2(=O)=O	9[16.7 µM]	2	22	1	-4	44	-2	0.1
COc1ccc2c3c([nH]c2c1)[C@H](CO)N(Cc1ccc(Cl)cc1)CC31CCN(Cc2nccs2)CC1	.	.	-30	.	8	.	-1	0.1
Cc1cccc(OCC(=O)Nc2ccc(CN3CCOCC3)cc2)c1C	7	-3	3	-5	5	2	1	0.3
COc1ccc([C@H]2CC(=O)C=C(c3cccc(C(F)(F)F)c3)C2)cc1	-4	-4	4	5	1	-1	-6	0.1
O=C(/C=C/Nc1cccc(C(F)(F)F)c1)C(F)(F)F	0	.	-20	.	6	.	6	.
CO[C@@H]1CN(C)C(=O)c2cc(NC(=O)NC(C)C)ccc2OC[C@@H](C)N(C(=O)CC2CC2)C[C@H]1C	16[16.7 µM]	1	5	9	-9	-1	1	0.0
CCC(C)NS(=O)(=O)c1ccc(OCC(=O)NCC2CCCO2)cc1 (configuration not stated)	-7	-1	.	4	-13	2	.	.
COc1ccccc1NCCC(=O)O	.	.	-8	.	2	.	3	-0.3
CCOC(=O)c1cccc(NC(=O)c2ccc(-n3cnnn3)cc2)c1	.	-7	-11	0	1	5	0	0.1
Cc1cc(NS(=O)(=O)c2c(C)[nH]c(=O)[nH]c2=O)ccc1Br	2	0	-16	-4	-3	1	-3	-0.2
C=C(C)CNC(=S)N1CCNC(=O)C1CC(=O)OC (configuration not stated)	-3	4	.	2	.	-1	.	.
COc1ccc(NC(=O)COC(=O)c2ccc(OCc3c(C)noc3C)cc2)cc1OC	-1	-7	.	6	-15	-1	.	.
O=C(NC1CCCCC1)N(CCN1CCCC1)Cc1cc2cc3c(cc2[nH]c1=O)OCCO3	-7	3	.	2	-4	-2	.	.
Cc1cccc(N2CCN(C(=O)NC(C)c3ccc(F)c(F)c3)CC2)c1C (configuration not stated)	.	-1	-2	3	.	5	4	.
COc1cc(/C=C/C(=O)Nc2cccnc2)cc(OC)c1OC	-1	6	-4	10	.	-1	-2	0.3
COc1ccccc1CNC(=O)COC(=O)c1ccc(S(=O)(=O)N2CCCCC2)cc1	.	3	-10	-9	.	2	1	0.2
COc1ccc(C(=O)N/C(=C\c2cn(S(=O)(=O)N(C)C)c3ccccc23)C(=O)N2CCCC2)cc1	7	3	18	-6	.	1	0	0.6
Clc1cccc(Cc2c(-c3ccco3)nc3ccc(Br)cn23)c1	2	1	-14	0	-2	0	-3	.
CCc1nnc(NC(=O)CCC(=O)NC2CCCCCC2)s1	-1	0	-9	-1	11	-1	0	-0.8
Cc1ccc(Cn2cnc3ccccc32)cc1	5	-1	10	-6	8	6	-1	.
Cc1cnc(C(=O)Nc2ccc(OC(F)(F)F)cc2)cn1	-5	2	-8	-3	-1	-4	1	0.1
COCC#Cc1ccc([C@@H]2[C@@H](C#N)N(C(=O)NC3CCCCC3)[C@@H]2CO)cc1	.	.	-25	.	1	.	0	0.0
NS(=O)(=O)c1ccc(CNC(=O)c2ccc3c(=O)n4c(nc3c2)CCC4)cc1	-8	6	-7	13	.	3	-4	.
CCCNC(=O)C[C@@H]1C[C@@H]2c3cc(NC(=O)Nc4ccccc4F)ccc3O[C@@H]2[C@H](CO)O1	4[16.7 µM]	-1	6	-4	-8	-2	1	0.1
CCc1nc(SCc2ccc(F)cc2)n[nH]1	-6	0	-14	-7	0	-3	6	1.4
CO[C@H]1/C=C/O[C@@]2(C)Oc3c(C)c(O)c4c(O)c(c(C=NN5CCN(C)CC5)c(O)c4c3C2=O)NC(=O)/C(C)=C\C=C\[C@H](C)[C@H](O)[C@@H](C)[C@@H](O)[C@@H](C)[C@H](OC(C)=O)[C@@H]1C	1	-2	-32	-6	.	0	-3	-2.4
Cc1cc(C(=O)Nc2cccc3c2O[C@@H](CN(C)CC2CCCCC2)[C@H](C)CN([C@@H](C)CO)C3=O)n(C)n1	-2[16.7 µM]	-1	2	-11	9	-4	-1	4.2
CC1CCc2c(sc(NC(=O)CSc3ncn[nH]3)c2C#N)C1 (configuration not stated)	6	2	-5	-8	-8	-5	2	.
O=C(Cn1cnc2ccccc2c1=O)NNC(=O)c1ccccc1	6	-2	-12	-2	1	0	1	2.2
C[C@H](CO)N1C[C@H](C)[C@@H](CN(C)Cc2ccc(-c3ccccc3)cc2)Oc2ccc(NC(=O)CCCN(C)C)cc2CC1=O	-19[16.7 µM]	1	94*	9	3	14	1	.
C=C(Br)CN1[C@@H](Cc2ccccc2)[C@H](O)[C@@]23C=C[C@@H](C[C@@H]2S1(=O)=O)O3	14	-8	-9	-6	.	1	.	-0.2
CCNC(=O)C[C@H]1C=C[C@@H](NS(=O)(=O)c2ccc(F)cc2)[C@@H](CO)O1	-2[16.7 µM]	0	1	-9	6	-2	0	-0.1
COc1cccc(NC(=O)CSCc2nc3sc(C)c(C)c3c(=O)[nH]2)c1	0	-3	-102	-8	-11	-1	-2	-0.5
CC1CCCC(C)N1C(=O)CSc1nnc(COc2ccc(F)cc2)o1 (configuration not stated)	-3	-5	-6	2	.	2	1	.
